# Assay outcomes deposited in PubChem BioAssay by The Scripps Research Institute Molecular Screening Center.
# MITF inh: blocks human microphthalmia-associated transcription factor; inhibition, % at 2.6 µM; 650,000 compounds, 0.91% hits; AlphaScreen MITF homodimerization, bead proximity signal; in the data active means inhibition above about 50%;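 further: 0% = vehicle wells with protein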
# Target sequence (O75030 whole entry, looked up): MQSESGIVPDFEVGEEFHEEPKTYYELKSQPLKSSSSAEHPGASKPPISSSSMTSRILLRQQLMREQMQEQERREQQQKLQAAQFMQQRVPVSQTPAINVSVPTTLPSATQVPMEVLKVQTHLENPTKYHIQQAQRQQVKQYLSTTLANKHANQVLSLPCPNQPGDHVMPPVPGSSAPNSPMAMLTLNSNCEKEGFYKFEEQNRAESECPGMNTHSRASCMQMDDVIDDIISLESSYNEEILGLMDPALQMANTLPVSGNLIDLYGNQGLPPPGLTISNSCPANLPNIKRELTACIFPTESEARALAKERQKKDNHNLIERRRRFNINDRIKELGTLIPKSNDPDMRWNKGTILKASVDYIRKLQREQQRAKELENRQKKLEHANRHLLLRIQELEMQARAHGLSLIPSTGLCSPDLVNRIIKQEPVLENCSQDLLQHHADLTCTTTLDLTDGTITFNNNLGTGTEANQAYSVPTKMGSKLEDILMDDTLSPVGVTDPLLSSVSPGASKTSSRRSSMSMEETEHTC
# TEAD-YAP inh: TEAD-YAP interaction inhibition; HEK-TIYL cells, TEAD-Gal4/YAP UAS-luciferase luminescence; inhibition, % at 9.12 µM; 640,000 compounds, 1.4% hits; in the data active means inhibition above about 32%;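 further: 0% = median of test compound wells and 100% = reference inhibitor wells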
# GPR151 ag: activates the human receptor GPR151; PathHunter beta-arrestin GPR151 cells, luminescence; activation, % at 11.2 µM; Q8TDV0; 650,000 compounds, 1% hits; in the data active means activation above about 4.9%;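 further: 0% = median of compound wells and 100% = cells with positive control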
# Target sequence (Q8TDV0 whole entry, looked up): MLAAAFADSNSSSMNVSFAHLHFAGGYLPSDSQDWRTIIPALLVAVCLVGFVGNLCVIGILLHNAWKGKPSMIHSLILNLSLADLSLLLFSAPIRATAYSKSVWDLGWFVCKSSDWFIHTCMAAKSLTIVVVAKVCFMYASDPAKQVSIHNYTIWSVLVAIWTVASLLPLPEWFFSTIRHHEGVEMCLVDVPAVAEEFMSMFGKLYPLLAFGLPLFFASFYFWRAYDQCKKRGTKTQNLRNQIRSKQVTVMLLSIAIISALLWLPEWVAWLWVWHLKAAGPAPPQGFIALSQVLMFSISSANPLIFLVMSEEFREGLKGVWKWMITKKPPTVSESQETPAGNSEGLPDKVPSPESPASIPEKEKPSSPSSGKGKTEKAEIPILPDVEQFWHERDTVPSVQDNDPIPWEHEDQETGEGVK
# FBW7 act: activators of human E3 ligase FBW7. 650,000 compounds, 0.13% hits. normalized activity (activation), % at 26.1 µM. AlphaScreen FBW7–phospho-cyclin E peptide binding, activator screen; in the data active means normalized activity above about 1.9%;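 further: purified mutant Fbw7 with reduced substrate affinity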
# * = called active by the depositor. Outcome played no part in choosing rows, and some 3.4% of all compounds hit somewhere here.
Structure	TEAD-YAP inh	MITF inh	GPR151 ag	FBW7 act
Cc1ccc(C(C)C)c(OCC(=O)OCCN2C(=O)c3ccccc3C2=O)c1	5.5	5.4	0.5	0.6
Cn1ccsc1=NC(=O)C1COc2ccccc2O1 (stereo unspecified)	-17.0	5.3	-4.6	0.0
COc1ccc(OC)c(-c2oc3ccccc3c(=O)c2O)c1	-30.8	0.6	-0.7	-0.1
Cc1ccc(S(=O)(=O)Nc2ccccc2C(C#Cc2ccccc2)N2CCOCC2)cc1 (stereo unspecified)	-3.2	17.5	0.1	0.0
COc1cc(C(CC(=O)NC(C)C)N2Cc3ccccc3C2=O)cc(OC)c1OC (stereo unspecified)	6.7	-20.6	0.2	0.1
CN(Cc1ccc(C(=O)NCc2cccc(C(F)(F)F)c2)c(=O)[nH]1)CC1COCCO1 (stereo unspecified)	0.7	1.2	-0.2	0.1
O=C(N/C(=C\c1ccccc1F)C(=O)N1CC2CC(C1)c1cccc(=O)n1C2)c1ccccc1Br (stereo unspecified)	-11.9	9.7	0.0	0.0
CC(=O)NC1(c2ccc(F)cc2)CCN(CC(=O)Nc2c(C)n[nH]c2C)CC1	0.8	10.5	-0.6	0.1
Cc1cccc2cc(C3CC(c4ccco4)=NN3C(=O)CCC(=O)O)c(Cl)nc12 (stereo unspecified)	-5.0	9.4	0.3	0.0
Cc1ccc(NC(=O)C2CCCN2S(=O)(=O)c2cccc3nsnc23)cc1 (stereo unspecified)	-15.9	-6.1	0.2	-0.3
COc1cc(CN(C)CCc2ccccn2)cc(OC)c1OC	3.0	73.9*	-0.3	0.1
CC1=C(C)CC(C(=O)NCc2ccc(F)cc2)C(C(=O)O)C1 (stereo unspecified)	-4.0	6.8	0.1	0.2
CCOC(=O)c1sc(N/C(=C/C(=O)c2ccccc2)C(=O)O)cc1C	-5.1	-3.9	9.0*	-0.3
CCOc1ccc(-c2nn(-c3ccccc3)cc2C2NC(=O)NC(C)=C2C(=O)OC)cc1C (stereo unspecified)	-7.9	-11.1	-1.3	0.1
CC1(C)CC(=O)C2=C(C1)N(c1ccc(Br)cc1)C(N)=C(C#N)C2c1ccc(C(C)(C)C)s1 (stereo unspecified)	-4.9	52.2*	-2.0	0.0

# Other records:
Structure	TEAD-YAP inh	MITF inh	GPR151 ag	FBW7 act
Nc1nc(SCC(=O)N(CCO)CCO)nc2sc3c(c12)CCCC3	-5.7	3.5	-0.5	-0.1
COc1ccc(/C(O)=C2/C(=O)C(=O)N(CCCO)C2c2ccccc2F)cc1 (stereo unspecified)	-8.8	-6.5	1.1	-0.1
CCOC(=O)c1ccc(CN(Cc2ccc(Br)cc2)S(=O)(=O)c2cccc([N+](=O)[O-])c2)cc1	2.6	12.4	-1.3	0.1
Nc1ccc(C(=O)c2ccc(Cl)cc2)cc1	-32.9	11.2	-2.1	0.2
CCC(C)(C)n1nnnc1C(c1ccc2ncccc2c1)N1CCN2CCCC2C1 (stereo unspecified)	10.2	0.8	-0.3	-0.1
CCC1CCCCN1C(=O)c1ccc(Cl)c([N+](=O)[O-])c1 (stereo unspecified)	6.0	2.0	1.1	-0.3
O=S(=O)(c1ccc(Br)cc1)N1CCN(Cc2c(Cl)cccc2Cl)CC1	-5.7	0.9	0.7	0.0
O=S1(=O)c2ccccc2S(=O)(=O)N1Cc1cccc(Cl)c1	4.4	7.6	0.4	0.0
Cc1ccc(N=C(NN)c2ccc3ccccc3n2)c(C)c1	0.3	4.6	2.4	-0.1
COc1ccccc1C(C)NC(=O)CCCOc1ccc(C)cc1 (stereo unspecified)	1.4	-14.4	0.5	-0.2
CCOC(=O)c1nnn(-c2nonc2N)c1CN1CCN(c2ccccc2)CC1	-3.7	10.3	-0.1	0.0
C=CCn1c(SCC(=O)Nc2nc(C)cs2)nnc1C(C)NC(=O)c1ccccc1 (stereo unspecified)	6.0	-19.1	2.9	-0.2
CCCNC(=O)Cn1cnc2sc(C(=O)NCCCN3CCOCC3)c(C)c2c1=O	7.6	4.3	3.1	-0.1
CC(/C=N/Nc1ccc(S(N)(=O)=O)cc1[N+](=O)[O-])c1ccccc1 (stereo unspecified)	-28.0	-15.1	-0.4	-0.2
Cc1ccc2c(c1)N(C(=O)N1CCC(C(=O)O)CC1)CC(C)O2 (stereo unspecified)	5.4	14.4	1.5	0.2

# (list continues)
Structure	TEAD-YAP inh	MITF inh	GPR151 ag	FBW7 act
CC(C)CC(C(=O)Nc1ccccc1C(F)(F)F)N1C(=O)c2ccccc2C1=O (stereo unspecified)	9.7	8.2	1.3	0.1
Cn1ncc2c(Nc3ccccc3F)ncnc21	-2.7	-2.4	1.5	0.1
Cc1ccc(C)c(NC(=O)CSc2ccc3nnc(-c4cccc(F)c4)n3n2)c1	-7.2	9.1	0.2	-0.2
COc1ccccc1/C=C/C(=O)NCc1ccccc1C	-9.4	-5.6	0.4	0.0
CCC(=O)Nc1c(C(=O)Nc2ccc(F)c(F)c2)oc2ccccc12	0.4	-4.8	-0.9	-0.1
O=C(N1CCCCC1)N1CCN(c2ccc(Cl)cc2)CC1	4.7	-0.2	-1.0	0.2
CNS(=O)(=O)c1ccc(N=Cc2c(C)[nH]n(-c3ccc(C)cc3)c2=O)cc1	1.1	-2.0	-2.2	-0.1
Cc1ccc(S(=O)(=O)NCC(=O)OCC(=O)Nc2ccc(C(F)(F)F)cc2)cc1	10.4	7.6	2.4	0.2
CCOC(=O)c1cccc(NC(=O)[C@@H](c2ccccc2)N2Cc3ccccc3C2=O)c1	9.4	-10.4	0.5	-0.3
CCOC(=O)N1CCN(c2ccccc2OCC)CC1	1.3	-7.0	-0.6	0.5
N=C1/C(=C/c2cccc([N+](=O)[O-])c2)C(=O)N=C2SC(c3ccccc3)=NN12	8.0	12.0	-1.3	0.0
Cc1ccc(CNC(=O)CSc2nc3nc(C)c(Cc4ccccc4Cl)c(C)n3n2)cc1	5.6	8.3	0.8	0.2
N#Cc1ccc(-c2cnc3c(Nc4ccccc4)nccn23)cc1	8.8	-1.6	0.5	0.0
CCC(CC)C(=O)N(C)c1nnc(C23CC4CC(CC(C4)C2)C3)s1	4.0	0.8	0.0	0.1
CCCOc1ccc(C(=O)CCC(=O)OCC(=O)Nc2cc(C)on2)cc1	1.8	6.6	-1.2	0.2

# Some values from the list:
# CNS(=O)(=O)c1ccc(N=Cc2c(C)[nH]n(-c3ccc(C)cc3)c2=O)cc1 in MITF inh shows -2.0
# N#Cc1ccc(-c2cnc3c(Nc4ccccc4)nccn23)cc1 in GPR151 ag shows 0.5
# O=C(N1CCCCC1)N1CCN(c2ccc(Cl)cc2)CC1 in TEAD-YAP inh shows 4.7

# (cont.)
Structure	TEAD-YAP inh	MITF inh	GPR151 ag	FBW7 act
COc1ccc(S(=O)(=O)N2CCN(Cc3ccc(F)cc3)CC2)cc1	8.3	6.7	-0.9	0.1
COc1ccc(OCCSc2nnc3nc(C)cc(C)n23)cc1	0.5	7.8	0.7	0.1
CCn1cc(C(=O)N2CCC(n3nccc3NC(=O)Nc3cccc(F)c3)CC2)cn1	-36.6	6.9	0.1	0.2
COc1ccc(-c2nnc(SCC(=O)Nc3ccc(C#N)cc3)n2N)cc1	3.4	14.8	0.7	0.1
COCCc1cc(C(F)(F)F)c2c(=O)n(C)c(=O)n(C)c2n1	0.2	11.2	0.4	0.1
COc1ccc(C2C(C#N)=C(N)Oc3cc(N)ccc32)cc1 (stereo unspecified)	5.6	-2.2	1.1	0.1
C=CCN1C(=O)S/C(=C\c2ccc(SC)cc2)C1=O	-58.8	-20.2	-1.0	0.2
Cc1ccc(C)c(N2CCN(C(=O)c3cc(S(=O)(=O)N4CCCC4)cn3C)CC2)c1	4.7	9.3	1.4	0.8
COc1ccc(NC(=O)C(=O)NCCO)cc1	-3.8	-0.7	-0.5	0.0
Cc1c(C(=O)NC2CCCCC2)sc2ncnc(N3CCN(c4ccccn4)CC3)c12	-0.8	7.9	-1.4	-0.2
CCc1nc(SCC(=O)c2ccc(O)c(O)c2)n[nH]1	-3.1	18.8	-1.6	-0.2
Cc1cc(C)c(OCCCCN2CCOCC2)c(Cl)c1	-4.3	27.6	-0.7	-0.1
COc1cccc(-n2nnc(C(=O)Nc3ccc(Cl)cc3)c2C)c1	-57.0	5.1	2.8	0.0
CC1=C(C)CC(C(=O)NC2CCCCCC2)C(C(=O)O)C1 (stereo unspecified)	-4.6	17.8	0.6	0.5
CCOc1ccc(Nc2cc(N3CCOCC3)c3nonc3c2[N+](=O)[O-])cc1	7.0	-0.8	-1.1	-0.3

# Next section
Structure	TEAD-YAP inh	MITF inh	GPR151 ag	FBW7 act
COc1ccc(CCNC(=O)c2sc3nc(C)nc(N4CCCCC4)c3c2C)cc1OC	-3.2	0.1	24.6*	-0.1
O=C(NCC12CC3CC(CC(C3)C1)C2)c1cc([N+](=O)[O-])ccc1Cl	10.2	5.1	-1.2	0.0
NNC(=O)/C(=C\c1ccco1)NC(=O)c1ccccc1	35.2*	-5.3	-0.4	0.4
CN(C)[C@@H]1CCN(Cc2ccccc2)C[C@@H]1CCC(=O)Nc1ccc(Cl)cc1	1.9	-4.5	-1.3	0.0
CC(C)C[C@@H]1NC(=O)[C@@H]2C[C@H](NCc3cnn(-c4ccccc4F)c3)CN2C1=O	-13.2	-5.1	0.8	-0.1
O=C(/C=C/c1cccs1)n1cnc2ccccc21	1.6	14.2	1.1	0.5
COc1cc2c(cc1NC(=O)CSc1ccccn1)oc1ccccc12	-23.9	-1.8	-0.7	-0.2
COc1cc(OC)cc(C2=Nc3ccc(Br)cc3C(c3ccncc3)=NN2)c1	4.0	-3.4	-0.1	0.1
COc1ccc(Oc2nc(-c3ccccc3)c3cc(Cl)ccc3n2)cc1	7.4	1.4	0.2	-0.1
CN(C)NS(=O)(=O)c1ccc2c(c1)Cc1cc(S(=O)(=O)NN(C)C)ccc1-2	-12.3	-3.8	-0.8	-0.1
O=C(NCCN1CCCCC1)c1cc(COc2c(F)cccc2F)on1	4.8	-0.5	-0.5	0.0
CCC[C@@H]1NC(=O)[C@H]2CN(CCc3ccccc3)CCN2C1=O	-15.0	-15.3	-0.6	-0.2
Cc1cc(CNC2CCN(c3ccc(NC(=O)c4cccc(Cl)c4)cc3)CC2)on1	-11.1	-2.9	0.1	-0.1
CC(C)[C@H]1CN(Cc2ccccc2F)CCN1C(=O)c1cnn2cccnc12	-6.9	-6.4	0.6	-0.1
O=C(NCCCN1CCOCC1)c1cnn2c1NC(c1cccs1)CC2C(F)(F)F (stereo unspecified)	2.0	3.0	3.0	0.0

# Profiles, looked up by structure. Values in the order: TEAD-YAP inh, MITF inh, GPR151 ag, FBW7 act
# O=C(NCCCN1CCOCC1)c1cnn2c1NC(c1cccs1)CC2C(F)(F)F (stereo unspecified) in the list: 2.0, 3.0, 3.0, 0.0
# CN(C)NS(=O)(=O)c1ccc2c(c1)Cc1cc(S(=O)(=O)NN(C)C)ccc1-2 in the list: -12.3, -3.8, -0.8, -0.1

# Other results follow:
Structure	TEAD-YAP inh	MITF inh	GPR151 ag	FBW7 act
COc1ccc(NC(=O)c2ccccc2NS(=O)(=O)c2cccc([N+](=O)[O-])c2)cc1	-6.0	-11.6	1.0	0.1
CCC1=C(C(=O)OC)C(c2ccc(OC)c(OC)c2OC)n2ncnc2N1 (stereo unspecified)	-1.2	-3.0	-0.2	-0.1
Cc1ccc(NC(=O)C(=O)N=Nc2c(O)[nH]c3ccccc23)cc1	-4.7	13.2	-1.0	0.1
CCOc1cc(C2C(C(=O)Nc3ccccn3)=C(C)Nc3nnnn32)ccc1OCc1ccccc1 (stereo unspecified)	7.7	-8.7	-0.3	-0.1
COCc1cc(=O)[nH]c(Nc2nc(C)c3cc(OC)ccc3n2)n1	6.1	4.3	1.6	0.0
Cc1cc([N+](=O)[O-])ccc1NC(=S)NC(=O)COc1ccccc1	7.4	2.6	7.3*	0.0
OCCN1CCN(C2CCN(Cc3cccc4ccccc34)CC2)CC1	3.6	9.3	7.6*	-0.2
O=c1c2cc3ccccc3cc2[nH]c(=S)n1Cc1cccnc1	2.1	1.9	0.2	0.2
CN(C)Cc1c(O)ccc2c(=O)c(-c3cnn(-c4ccccc4)c3)coc12	-21.0	4.6	0.1	0.0
CCOc1ccccc1OCc1nn2c(Cn3cnc4ccccc43)nnc2s1	7.5	-3.9	-1.9	0.2
CNC(=O)CSc1nc2cc(Cl)ccc2s1	-9.4	-9.2	-2.7	0.1
O=C(O)c1cccnc1SC1CC(=O)N(c2cc(Cl)cc(Cl)c2)C1=O (stereo unspecified)	6.7	-0.3	0.1	-0.2
CC(=O)OC(OC(C)=O)C12C=CC(C)(O1)C1C(=O)N(c3ccc4c(c3)OCO4)C(=O)C12 (stereo unspecified)	3.7	5.7	0.5	-0.2
CC1=C(C(=O)Nc2cc(C)cc(C)c2)C(c2ccc(O)cc2)NC(=O)N1 (stereo unspecified)	1.8	10.2	1.1	0.0
COc1cccc(N(CC(=O)NC(C)(C)C)C(=O)Cn2nnc(-c3ccc(C)cc3)n2)c1	7.9	4.8	0.6	0.2

# The list continues:
Structure	TEAD-YAP inh	MITF inh	GPR151 ag	FBW7 act
Cc1ccc(-c2nc(C(N)=O)c3[nH]c(=O)n(C(C)C)c3n2)cc1	-2.6	6.4	-0.3	-0.1
CC1CCN(C(=O)c2ccccc2NC(=O)c2ccc(F)cc2)CC1	13.6	-12.4	-0.2	0.0
O=C(CCCCCn1c(SCC(=O)c2ccc(Cl)c(Cl)c2)nc2ccsc2c1=O)NCCc1ccccc1	16.9	-3.0	1.6	-0.1
CCCNC(=O)Cn1cnc2sc(C(=O)NCCc3ccc(OC)c(OC)c3)c(C)c2c1=O	-5.7	-0.8	-0.4	0.0
Cn1c(SCc2ccc(-c3ccccc3)cc2)nnc1-c1ccc(C(C)(C)C)cc1	5.1	-3.3	1.1	0.0
COc1ccc(Cc2nc(-c3nonc3N)no2)cc1	-9.7	-2.9	-0.4	-0.2
Oc1ccc(CNC2CCN(Cc3ccccc3)CC2)cc1	9.0	47.3	2.9	0.1
